Screening data (PubChem BioAssay)
Bcl-XL Bim block: disrupts Bim peptide binding to human Bcl-XL | inhibition, % at 10 µM | 0.04% of 190,000 active | AID 1007 | bead flow cytometry, fluorescence
Target sequence (Q07817 whole entry, looked up): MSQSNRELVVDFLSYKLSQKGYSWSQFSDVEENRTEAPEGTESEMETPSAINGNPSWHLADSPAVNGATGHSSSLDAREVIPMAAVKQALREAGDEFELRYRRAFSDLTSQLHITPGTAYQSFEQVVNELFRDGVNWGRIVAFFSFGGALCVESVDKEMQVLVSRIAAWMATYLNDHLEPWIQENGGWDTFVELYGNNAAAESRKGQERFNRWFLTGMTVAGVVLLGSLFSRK
Bim-Bcl-2: inhibitors of Bim-Bcl-2 interaction, human | P10415 | Bead-based flow cytometry, Bim peptide-Bcl-2 binding | 0.06% of 190,000 active | inhibition, % at 10 µM; in the data active = inhibition above about 40%; inconclusive = no clear call, values can overlap the other calls;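 note: 0% = no compound wells with probe peptide and 100% = reference peptide inhibitor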
Target sequence (P10415 whole entry, looked up): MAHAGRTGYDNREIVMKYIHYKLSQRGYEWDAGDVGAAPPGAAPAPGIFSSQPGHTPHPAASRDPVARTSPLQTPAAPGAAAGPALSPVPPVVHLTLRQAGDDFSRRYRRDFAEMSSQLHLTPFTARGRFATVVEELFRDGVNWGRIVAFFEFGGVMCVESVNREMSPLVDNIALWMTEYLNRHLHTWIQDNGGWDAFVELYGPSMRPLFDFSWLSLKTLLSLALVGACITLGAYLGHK
Rab7 wt modul: modulators of GTP binding to dog Rab7 wildtype GTPase | GST-Rab7 beads, fluorescent GTP binding, flow cytometry; actives lie on both sides; untreated = 100%, excess cold GTP = 0% | GTP binding activity (percent of control), % at 10 µM | 0.055% of 190,000 active | AID 758;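 active = fluorescent GTP binding to Rab7 beads changed by at least 20 points from the 100% baseline, either direction, mostly lower; inconclusive = compound itself probably fluorescent, or too few beads counted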;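 note: median green fluorescence of bound Bodipy-FL-GTP per Rab7 bead population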
Cdc42 wt: changes GTP binding to wildtype human Cdc42; P60953; GST-Cdc42 beads, Bodipy-GTP binding, flow cytometry; actives lie on both sides; percent activity (GTP binding), % at 10 µM; 0.2% of 190,000 active; AID 761;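 active = percent activity GTP binding at least 20 points away from the 100% baseline, either down as inhibitor or up as activator; inconclusive = compound flagged as likely green fluorescent from well-wide comparison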;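 note: median bead fluorescence of bound Bodipy-FL-GTP at 100 nM; 0% = excess unlabeled GTP control and 100% = no compound control; below 100% means less GTP binding so inhibitor and above means activator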
Target sequence (P60953 whole entry, looked up): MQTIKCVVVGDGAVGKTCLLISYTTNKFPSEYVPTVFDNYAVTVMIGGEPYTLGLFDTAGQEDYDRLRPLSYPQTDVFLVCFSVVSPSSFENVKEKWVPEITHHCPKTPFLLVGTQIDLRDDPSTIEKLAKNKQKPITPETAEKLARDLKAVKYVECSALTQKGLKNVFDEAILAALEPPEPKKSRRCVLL
Rac1 act GTP bind: alters GTP binding to activated mutant human Rac1; P63000; GST-Rac1 activated beads, fluorescent GTP binding, flow cytometry; actives lie on both sides; 100% means binding = to untreated wells; percent activity (GTP binding), % at 10 µM; 0.11% of 190,000 active;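 active = GTP binding at least 20 percentage points away from the 100% baseline, in either direction, so actives lie on both sides; inconclusive = Compound likely fluorescent itself, or too few beads counted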
Bcl-W Bim block: inhibitors of Bim-Bcl-W interaction, human. 0.02% of 190,000 active. Q92843. inhibition, % at 10 µM. bead-based flow cytometry, Bim peptide-Bcl-W binding;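 note: 0% = bound tracer without compound and 100% = peptide blocker; higher means less fluorescent Bim peptide bound to Bcl-W beads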
Rab2A wt mod: changes GTP binding to wildtype dog Rab2A, up or down; GTP binding activity, % at 10 µM; GST-Rab2 wt beads, Bodipy-GTP binding, flow cytometry; AID 760; 0.19% of 190,000 active; P61105;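 active = GTP binding activity at least 20 points away from 100%, either lowered or raised; inconclusive = signal likely due to the compound's own green fluorescence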;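 note: 0% = beads with excess unlabeled GTP and 100% = no-compound control corrected for plate trend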
Bim-Bcl-B: disrupts Bim peptide binding to human Bcl-B | inhibition, % at 10 µM | Q9HD36 | 0.073% of 190,000 active | bead-based flow cytometry;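 note: 0% = tracer peptide without compound and 100% = reference inhibitor peptide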
Target sequence (Q9HD36 whole entry, looked up): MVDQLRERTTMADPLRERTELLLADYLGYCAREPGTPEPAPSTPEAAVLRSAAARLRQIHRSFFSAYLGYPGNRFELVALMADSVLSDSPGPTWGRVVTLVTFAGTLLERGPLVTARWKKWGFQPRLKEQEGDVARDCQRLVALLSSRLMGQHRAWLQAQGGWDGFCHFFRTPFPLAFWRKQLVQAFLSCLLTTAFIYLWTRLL
Bfl-1 Bim block: inhibitors of Bim-Bfl-1 interaction, human | Bead-based flow cytometry, Bim-Bfl-1 binding inhibition | 0.12% of 190,000 active | AID 1008 | Q16548 | inhibition, % at 10 µM;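 note: 0% = wells without compound plus tracer and 100% = blocker peptide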
Rac1 wt modul: human Rac1 wildtype GTP binding, inhibitors and activators | AID 757 | P63000 | GTP binding activity (% of control), % at 10 µM | 0.27% of 190,000 active | GST-Rac1 beads, fluorescent GTP binding, flow cytometry; actives lie on both sides; 0 = cold GTP competed, 100 = untreated;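 active = GTP binding activity at least 20 points away from the 100% control level, either lower or higher; inconclusive = compound flagged as likely green fluorescent, judged across all proteins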
HRas wt GTP bind: human HRas wildtype GTP binding, change in either direction. AID 759. GTP binding activity, % at 10 µM. P01112. GST-Ras wt beads, Bodipy-FL-GTP binding, flow cytometry; actives lie on both sides. 0.14% of 190,000 active;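 active = GTP binding activity at least 20% away from the 100% baseline, either lowered as inhibitor or raised as activator; inconclusive = flagged as likely green fluorescent, judged across all proteins in the well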;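 note: 0% = unlabeled GTP competition control and 100% = no-compound control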
Target sequence (P01112 whole entry, looked up): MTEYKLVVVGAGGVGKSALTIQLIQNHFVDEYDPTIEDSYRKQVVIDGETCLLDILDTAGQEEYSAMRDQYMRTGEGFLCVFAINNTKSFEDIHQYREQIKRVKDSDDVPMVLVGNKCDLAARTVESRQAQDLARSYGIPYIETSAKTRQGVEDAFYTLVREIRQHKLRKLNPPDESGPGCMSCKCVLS
The depositor's hits bear a star; ? = inconclusive. Cut-off read from the data, not from the text of the source, unless noted: active = inhibition above about 40%.

Rac1 wt modul | Rab7 wt modul | Cdc42 wt | Rab2A wt mod | Bcl-XL Bim block | Bim-Bcl-2 | HRas wt GTP bind | Bim-Bcl-B | Rac1 act GTP bind | Bfl-1 Bim block | Bcl-W Bim block | mol
101.0 | 100.0 | 103.0 | 98.0 | -15.0 | -11.0 | 99.0 | -18.0 | 98.0 | -1.0 | -11.0 | Cc1nnsc1C(=O)N/N=C/c1ccc2ccccc2c1O
99.0 | 98.0 | 99.0 | 98.0 | -3.0 | 0.0 | 99.0 | -5.0 | 98.0 | -1.0 | -2.0 | Cc1ccc(-n2nnnc2-c2nc3ccccc3s2)cc1
99.0 | 101.0 | 94.0 | 95.0 | -2.0 | -3.0 | 97.0 | -7.0 | 93.0 | -3.0 | -2.0 | CCCCOC(=O)CSC1=C(C#N)C(c2cccnc2)C(C(=O)OCC)=C(c2ccccc2)N1 (stereo not given)
99.0 | 99.0 | 98.0 | 97.0 | 4.0 | 4.0 | 97.0 | 1.0 | 99.0 | 2.0 | 0.0 | COC(=O)CSc1nc2cc3c(cc2cc1C)OCCO3
96.0 | 93.0 | 95.0 | 93.0 | 0.0 | -3.0 | 93.0 | 0.0 | 92.0 | 0.0 | -2.0 | COc1ccc(OC)c(C2C(C(N)=O)=C(C)Nc3nc(-c4cccc(Cl)c4)nn32)c1 (stereo not given)
98.0 | 103.0 | 96.0 | 98.0 | -3.0 | -5.0 | 100.0 | -2.0 | 98.0 | -6.0 | -4.0 | COCC(=O)N/N=C(\C)CC(=O)NCc1ccco1
? | ? | ? | ? | 6.0 | -4.0 | ? | -4.0 | ? | -8.0 | 1.0 | Cc1cc2cc(C(c3nnnn3Cc3ccco3)N3CCc4ccccc43)c(=O)[nH]c2cc1C (stereo not given)
94.0 | 90.0 | 92.0 | 92.0 | -1.0 | 0.0 | 93.0 | 0.0 | 96.0 | -4.0 | 0.0 | O=C(COc1ccccc1F)NCc1ccc(-n2cccc2)cc1
104.0 | 99.0 | 105.0 | 99.0 | -5.0 | -5.0 | 101.0 | -5.0 | 101.0 | -6.0 | 3.0 | CC1CCCN(C(=O)Cn2c(=O)oc3ccccc32)C1 (stereo not given)
105.0 | 92.0 | 98.0 | 98.0 | 0.0 | -1.0 | 98.0 | 1.0 | 100.0 | -1.0 | 0.0 | Cc1ccc2nc(NC(=O)c3ccco3)sc2c1
104.0 | 96.0 | 103.0 | 103.0 | -8.0 | -12.0 | 101.0 | -11.0 | 100.0 | -20.0 | 0.0 | CO/C([O-])=N/c1c[n+](-c2ccc(Cl)cc2)no1
83.0 | 89.0 | 83.0 | 81.0 | -5.0 | -6.0 | 88.0 | -12.0 | 84.0 | 0.0 | -3.0 | COc1ccc(-n2c(C)cc(C(=O)Cn3nc(C(=O)O)c4ccccc4c3=O)c2C)cc1
100.0 | 96.0 | 100.0 | 98.0 | -4.0 | -5.0 | 100.0 | -7.0 | 100.0 | -13.0 | 0.0 | NNC(=O)c1cccc(COc2cccc(Br)c2)c1
106.0 | 102.0 | 102.0 | 102.0 | 1.0 | -5.0 | 101.0 | -2.0 | 97.0 | -4.0 | 0.0 | COc1cccc(OC)c1C(=O)NC(C)C12CC3CC(CC(C3)C1)C2 (stereo not given)
101.0 | 100.0 | 101.0 | 100.0 | -9.0 | -4.0 | 101.0 | -8.0 | 99.0 | -14.0 | -5.0 | C=CCNCCOc1cccc(Br)c1
105.0 | 99.0 | 99.0 | 99.0 | -4.0 | -12.0 | 98.0 | -4.0 | 100.0 | -13.0 | 1.0 | CCOc1ccc(NC(=O)CN2C(=O)C3CC=CCC3C2=O)cc1 (stereo not given)
92.0 | 96.0 | 95.0 | 97.0 | -2.0 | -7.0 | 96.0 | -14.0 | 93.0 | -3.0 | -5.0 | CCOC(=O)c1cc(-c2ccc(Cl)cc2)nc2c1c(C)nn2CCC#N
101.0 | 99.0 | 101.0 | 100.0 | 6.0 | -10.0 | 100.0 | -7.0 | 97.0 | -13.0 | -3.0 | CCc1nnc(NC(=O)c2ccc(S(=O)(=O)N3CCCCC3C)cc2)s1 (stereo not given)
103.0 | 98.0 | 106.0 | 105.0 | -2.0 | -6.0 | 104.0 | -4.0 | 102.0 | -3.0 | -2.0 | CCOC(=O)C1=CSC2=NS(=O)(=O)CCN12
98.0 | 97.0 | 93.0 | 93.0 | -6.0 | -16.0 | 95.0 | -2.0 | 93.0 | 0.0 | -2.0 | CC1=C(C(=O)OCC(C)C)[C@]23C(=O)c4ccccc4[C@@]2(O1)OC(N)=C3C#N

Additional results follow:
Rac1 wt modul | Rab7 wt modul | Cdc42 wt | Rab2A wt mod | Bcl-XL Bim block | Bim-Bcl-2 | HRas wt GTP bind | Bim-Bcl-B | Rac1 act GTP bind | Bfl-1 Bim block | Bcl-W Bim block | mol
104.0 | 101.0 | 104.0 | 104.0 | -5.0 | -8.0 | 103.0 | -9.0 | 102.0 | -9.0 | 0.0 | CCCCN1C(=O)NC(NC(C)=O)(C(F)(F)F)C1=O (stereo not given)
99.0 | 97.0 | 97.0 | 99.0 | 0.0 | 1.0 | 99.0 | 3.0 | 101.0 | 1.0 | 0.0 | CCN(CC)CCCOc1nc(C)nc2c1oc1ccccc12
90.0 | 96.0 | 95.0 | 95.0 | 4.0 | 1.0 | 93.0 | -1.0 | 93.0 | 7.0 | 13.0 | O=C1CCC2S/C(=C/Nc3ccc(C(F)(F)F)cc3)C(=O)N12 (stereo not given)
107.0 | 101.0 | 105.0 | 104.0 | -5.0 | -11.0 | 104.0 | -9.0 | 100.0 | -8.0 | 1.0 | COCCNC(=O)COC(=O)CSCc1nc2ccccc2s1
101.0 | 102.0 | 96.0 | 98.0 | -1.0 | -4.0 | 100.0 | -2.0 | 99.0 | -7.0 | 4.0 | O=C(c1cc(-c2ccncc2)nc2ccccc12)N1CCN(c2ccccn2)CC1
104.0 | 96.0 | 103.0 | 100.0 | -2.0 | -1.0 | 100.0 | -4.0 | 103.0 | -3.0 | -1.0 | CCOC(=O)N1CCC(n2c(SCC(=O)NCc3ccco3)nc3ccsc3c2=O)CC1
106.0 | 100.0 | 106.0 | 99.0 | -13.0 | -9.0 | 100.0 | -15.0 | 103.0 | -16.0 | -9.0 | COc1cccc(-c2ccc(C#N)c(SCC(=O)NCCc3ccccc3)n2)c1
107.0 | 96.0 | 101.0 | 95.0 | 0.0 | 1.0 | 100.0 | 0.0 | 98.0 | 1.0 | -1.0 | Cc1occc(=O)c1OC(=O)Nc1ccc(Cl)c(Cl)c1
97.0 | 97.0 | 93.0 | 94.0 | -1.0 | -3.0 | 93.0 | -1.0 | 93.0 | -5.0 | -3.0 | c1ccc(OCc2noc(CN3CCC(C4CCCCC4)C3)n2)cc1 (stereo not given)
97.0 | 95.0 | 95.0 | 94.0 | 0.0 | -1.0 | 95.0 | -2.0 | 92.0 | -5.0 | 0.0 | CCOc1cc(S(=O)(=O)NCc2ccncc2)ccc1Cl
103.0 | 100.0 | 102.0 | 101.0 | 0.0 | -6.0 | 101.0 | -6.0 | 100.0 | -10.0 | 1.0 | COC(=O)C(/C=N/OCc1ccc([N+](=O)[O-])cc1)NC(=O)c1ccccc1 (stereo not given)
100.0 | 106.0 | 103.0 | 105.0 | 0.0 | -2.0 | 102.0 | -1.0 | 97.0 | -5.0 | 0.0 | O=C(NCc1ccccc1)C1CCN(S(=O)(=O)N2CCOCC2)CC1
101.0 | 99.0 | 93.0 | 94.0 | -1.0 | -4.0 | 98.0 | -1.0 | 96.0 | -4.0 | -5.0 | N#C/C(=C\c1ccc2c(c1)OCO2)C(=O)NCc1ccco1
101.0 | 95.0 | 99.0 | 100.0 | -7.0 | -5.0 | 99.0 | -6.0 | 97.0 | -1.0 | -5.0 | Cc1occc1C(=O)NNC(=S)Nc1ccccc1C(F)(F)F
107.0 | 102.0 | 104.0 | 100.0 | 0.0 | 8.0 | 103.0 | 3.0 | 99.0 | 11.0 | -1.0 | COc1ccc(C2C3=C(CC(C)(C)CC3=O)Nc3c2c(=O)[nH]c(=O)n3Cc2ccccc2)cc1 (stereo not given)
95.0 | 91.0 | 98.0 | 95.0 | -6.0 | 0.0 | 96.0 | -2.0 | 96.0 | -5.0 | -3.0 | CC(C)CNS(=O)(=O)c1ccc(CCC(=O)N2CCN(c3ccc(F)cc3)CC2)cc1
98.0 | 96.0 | 95.0 | 94.0 | -8.0 | -10.0 | 96.0 | -8.0 | 95.0 | -14.0 | 0.0 | CCOc1cc(/C=C2\N=C(SC)SC2=O)cc([N+](=O)[O-])c1OC(C)=O
98.0 | 95.0 | 98.0 | 98.0 | -10.0 | -12.0 | 98.0 | -7.0 | 99.0 | -16.0 | 0.0 | CNS(=O)(=O)c1cc(OC)ccc1OC
101.0 | 100.0 | 100.0 | 98.0 | -6.0 | 1.0 | 99.0 | 2.0 | 99.0 | 0.0 | 0.0 | O=C(N/N=C\c1ccc(F)cc1)c1ccc(Cn2cc(Br)c([N+](=O)[O-])n2)o1
95.0 | 96.0 | 94.0 | 95.0 | 3.0 | 5.0 | 94.0 | -8.0 | 93.0 | 5.0 | 0.0 | COc1ccc(-c2cnnc(N/N=C/c3ccc(-c4ccc([N+](=O)[O-])cc4)o3)n2)cc1

Carrying on.
Rac1 wt modul | Rab7 wt modul | Cdc42 wt | Rab2A wt mod | Bcl-XL Bim block | Bim-Bcl-2 | HRas wt GTP bind | Bim-Bcl-B | Rac1 act GTP bind | Bfl-1 Bim block | Bcl-W Bim block | mol
105.0 | 97.0 | 103.0 | 98.0 | -3.0 | -6.0 | 101.0 | -4.0 | 94.0 | -5.0 | -1.0 | O=C1NCCCN1Cc1ccc(F)cc1Cl
103.0 | 107.0 | 95.0 | 100.0 | -1.0 | -5.0 | 98.0 | 0.0 | 97.0 | -5.0 | 0.0 | CC(=O)Nc1ccc(NC(=O)C(=O)c2cn(CC(=O)N3CCCCC3)c3ccccc23)cc1
97.0 | 101.0 | 97.0 | 98.0 | 0.0 | 1.0 | 98.0 | -6.0 | 96.0 | -15.0 | -3.0 | CCOc1ccccc1N1C(=O)CC(Sc2n[nH]c(-c3ccccc3)n2)C1=O (stereo not given)
98.0 | 103.0 | 94.0 | 94.0 | -7.0 | -6.0 | 96.0 | -7.0 | 93.0 | -3.0 | -2.0 | O=C(NC(=S)Nc1nc(-c2ccccc2)cs1)c1ccco1

Rewritten with bars between the fields: entries from further up
SMILES | Rac1 wt modul | Rab7 wt modul | Cdc42 wt | Rab2A wt mod | Bcl-XL Bim block | Bim-Bcl-2 | HRas wt GTP bind | Bim-Bcl-B | Rac1 act GTP bind | Bfl-1 Bim block | Bcl-W Bim block
CC(=O)Nc1ccc(NC(=O)C(=O)c2cn(CC(=O)N3CCCCC3)c3ccccc23)cc1 | 103.0 | 107.0 | 95.0 | 100.0 | -1.0 | -5.0 | 98.0 | 0.0 | 97.0 | -5.0 | 0.0
CCOc1ccccc1N1C(=O)CC(Sc2n[nH]c(-c3ccccc3)n2)C1=O (stereo not given) | 97.0 | 101.0 | 97.0 | 98.0 | 0.0 | 1.0 | 98.0 | -6.0 | 96.0 | -15.0 | -3.0
O=C(NC(=S)Nc1nc(-c2ccccc2)cs1)c1ccco1 | 98.0 | 103.0 | 94.0 | 94.0 | -7.0 | -6.0 | 96.0 | -7.0 | 93.0 | -3.0 | -2.0
